High-throughput results as filed in PubChem.
DT40 TDP1 no CPT: qHTS for Inhibitors of human tyrosyl-DNA phosphodiesterase 1 (TDP1): qHTS in cells in absence of CPT | DT40 Tdp1-/- hTDP1 cells, no CPT, ATP luminescence, 48 h | Potency, µM (series often up to 46.2 µM), inactives show top-dose activity change, negative = growth inhibition, hits mostly inhibitors | 420,000 compounds, 15% hits; further: nearly all actives have a fitted effect of over 55% in size
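No-CPT arm: Tdp1-/-;hTDP1 DT40 cells (400/well) plus compounds, incubated ≥48 hr at 37 °C. Readout CellTiter-Glo luminescence.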
TDP1 inh: blocks human tyrosyl-DNA phosphodiesterase 1 | Potency, µM (series often up to 130 µM), inactives show at the highest dose activity change, negative = inhibition, usual class: inhibitors | AID 485290 | recombinant TDP1, AlphaScreen DNA substrate cleavage | 350,000 compounds, 0.28% hits; further: nearly all actives have a fitted effect of over 40% in size
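Enzyme-compound mixtures sat 15 min at room temperature, followed by a 5 min reaction with 15 nM final substrate and 10 min with AlphaScreen beads. Recombinant human Tdp1 was used at 1 nM final.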
KAT2A inh: GCN5L2 (KAT2A) acetyltransferase inhibition. Q92830. GCN5L2 HAT assay, ThioGlo1 CoA-SH fluorescence. Potency, µM (top dose mostly 58.9 µM), for inactives: at the top dose activity change, negative = inhibition, actives largely listed as inhibitors. 390,000 compounds, 0.21% hits
Target sequence (Q92830 whole entry, looked up): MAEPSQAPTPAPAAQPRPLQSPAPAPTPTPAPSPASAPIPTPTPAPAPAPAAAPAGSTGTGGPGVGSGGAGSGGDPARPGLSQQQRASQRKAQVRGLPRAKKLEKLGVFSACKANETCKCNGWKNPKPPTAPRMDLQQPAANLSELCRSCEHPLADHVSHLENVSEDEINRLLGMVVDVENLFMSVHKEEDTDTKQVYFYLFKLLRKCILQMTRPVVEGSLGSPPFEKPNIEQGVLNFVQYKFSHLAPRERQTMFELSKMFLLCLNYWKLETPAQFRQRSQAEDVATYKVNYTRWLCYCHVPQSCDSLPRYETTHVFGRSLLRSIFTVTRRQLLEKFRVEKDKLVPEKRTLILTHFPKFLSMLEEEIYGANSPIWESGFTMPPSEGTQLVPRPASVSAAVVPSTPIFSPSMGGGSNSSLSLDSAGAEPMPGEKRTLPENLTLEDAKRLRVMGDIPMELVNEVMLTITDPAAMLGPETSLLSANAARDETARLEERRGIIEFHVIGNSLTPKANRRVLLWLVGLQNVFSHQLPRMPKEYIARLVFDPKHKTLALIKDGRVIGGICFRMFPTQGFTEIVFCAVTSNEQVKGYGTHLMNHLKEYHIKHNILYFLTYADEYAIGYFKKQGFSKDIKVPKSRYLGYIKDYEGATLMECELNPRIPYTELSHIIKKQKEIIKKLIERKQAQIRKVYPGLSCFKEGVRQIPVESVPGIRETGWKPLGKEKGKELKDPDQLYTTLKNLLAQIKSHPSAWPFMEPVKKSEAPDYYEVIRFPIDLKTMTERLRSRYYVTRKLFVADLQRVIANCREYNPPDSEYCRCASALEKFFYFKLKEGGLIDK
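Preincubate 20nM GCN5L2 with compound 15 min, RT → add 50uM ThioGlo1 + 75uM H3(1-25) + 70uM acetyl-CoA → read fluorescence 0 and 20 min. Primary qHTS; fluorescent artifacts likely.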
* hit, by the source's call; u = inconclusive; x = not tested or not shown; & = joins results of further samples; [ ] = dose if it differs, or a comment. The call rests on the fitted dose curve; in most records, active means well fitted curve in the direction sought with a large enough effect; inconclusive means small, poorly fitted or top-dose-only effect, or another doubt; inactive means no such curve, though single readings can be large; an effect the other way counts as inactive or inconclusive. On the % scale 0 is the no-effect control and ±100 the full control effect; potency means the concentration at half of the fitted maximal effect. Only part of the results is shown; rates above refer to the full screens.

Start of the listing, in advance (4 entries):
SMILES	KAT2A inh	TDP1 inh	DT40 TDP1 no CPT
O=C1NC2(CCCCCC2)C(=O)N1Cc1ccccc1Cl	-2%	x	-14%
CC(=O)Nc1ccc(S(=O)(=O)N2CCn3cccc3C2C)cc1 (stereo unspecified)	0%	9%	8%
COc1ccc(Br)cc1/C=C/C(=O)c1ccc(NC(C)=O)cc1	-2%	-3%	4.1µM*
Cc1cc(=O)n(C)c2ccc(S(=O)(=O)N3CCOCC3)cc12	-23%	x	-1%

Results, from the start:
SMILES	KAT2A inh	TDP1 inh	DT40 TDP1 no CPT
O=C1NC2(CCCCCC2)C(=O)N1Cc1ccccc1Cl	-2%	x	-14%
CC(=O)Nc1ccc(S(=O)(=O)N2CCn3cccc3C2C)cc1 (stereo unspecified)	0%	9%	8%
COc1ccc(Br)cc1/C=C/C(=O)c1ccc(NC(C)=O)cc1	-2%	-3%	4.1µM*
Cc1cc(=O)n(C)c2ccc(S(=O)(=O)N3CCOCC3)cc12	-23%	x	-1%
CSC(=NCc1ccco1)NC#N	0%	x	3%
NS(=O)(=O)c1ccc(CCNC(=O)Cc2c[nH]c3ccccc23)cc1	1%	3%	4%
CC(C)(C)CC(C)(C)NCC(=O)Nc1c2c(nc3ccccc13)CCC2	-8%	-3%	u
CCOC(=O)Cc1csc(NC(=O)c2ccc(S(=O)(=O)N3CCCC3)cc2)n1	-5%	2%	u
CC(=O)N[C@@H](C)C(=O)OC(C)C(=O)Nc1cccc([N+](=O)[O-])c1 (stereo partly specified)	1%	4%	-4%
Cc1ccc(SC[C@H](c2ccccc2)N2CCN(C)CCC2=O)cc1	-7%	1%	u

Additional records follow.
SMILES	KAT2A inh	TDP1 inh	DT40 TDP1 no CPT
CC(C)Cc1nnc(NC(=O)c2ccc(S(=O)(=O)N3CCCC3)cc2)s1	0%	-7%	-17%
Cc1cc(Br)ccc1OCC(=O)NNC(=O)C(=O)Nc1ccccc1	-4%	3%	2%
COc1ccc(NC(C)=O)cc1S(=O)(=O)N1CCn2cccc2C1C (stereo unspecified)	2%	5%	7%
CCOc1cc(CNc2ccc(N3CCOCC3)cc2)cc(Br)c1OCC	-11%	11%	16µM*
CCCCOc1ccc(OCCSc2nc3ccccc3n2CC(=O)O)cc1	-14%	4%	2%
CCn1c(C)c(C)c2cc(C(=O)N3CCN(c4cccc(C)c4C)CC3)ccc21	-15%&-8%	11%&11%	21µM*
Cc1ccc2nsnc2c1S(=O)(=O)N(Cc1cc2cccc(C)c2[nH]c1=O)CC1CCCO1 (stereo unspecified)	-19%	3%	u
O=C(Nc1cc(N2CCCCC2)ncn1)c1ccccc1	-2%	5%	u
COc1ccc(Br)cc1S(=O)(=O)N1CCCc2ccccc21	3%	x	u
COc1ccc(N2CC(C(=O)NCCc3ccc(OC)c(OC)c3)CC2=O)cc1 (stereo unspecified)	2%	4%	-5%

Additional results
SMILES	KAT2A inh	TDP1 inh	DT40 TDP1 no CPT
N#Cc1nc(Nc2cc(F)cc(F)c2)c2ncn(CC(F)F)c2n1	-4%	-1%&0%	x
Cn1c(N)c(C(=O)Nc2ccc3ccccc3c2)sc1=S	-14%	-2%	-29%
CCc1ccccc1NC(=O)CN(C)C(=O)CSc1nc2cc(Cl)ccc2s1	-3%	1%	-26%
CCCc1nnc2n1N=C(c1ccc(-c3cc(Cl)ccc3Cl)o1)CS2	-7%	-7%	x
CCOCCCNC(=O)CN1N=C(c2ccc(C)cc2)CCC1=O	0%	x	4%
O=C(NCc1ccncc1)c1cc(C(=O)C2CCCCC2)c[nH]1	2%	0%	-9%
O=C(NCCCN1CCOCC1)c1c(F)cccc1F	-3%	0%	0%
COc1ccc(-c2noc(C(C)NC(=O)c3ccco3)n2)cc1 (stereo unspecified)	-9%	5%	15µM*
CCO[C@H]1OC(C(=O)Nc2ccccc2)=C[C@@H](c2ccc(Br)cc2)[C@@H]1CCCO	-3%	3%	18µM*
COC(=O)c1sccc1NC(=O)Nc1cc(C)ccc1C	-9%	-5%	-19%

Other compounds follow:
SMILES	KAT2A inh	TDP1 inh	DT40 TDP1 no CPT
COc1ccc(OC)c(NC(=O)CSc2nnc(N)s2)c1	0%	2%	-15%
COc1ccc(C(=O)c2cn(Cc3ccccc3F)c3ccc(F)cc3c2=O)cc1	-16%	6%	21µM*
CNC(=O)C1Cc2ccccc2CN1S(=O)(=O)c1cccs1 (stereo unspecified)	0%	-1%	11%
O=C(CCN1C(=O)C2C3CCC(C3)C2C1=O)OCC(=O)c1ccc(Br)cc1 (stereo unspecified)	2%	0%	8%
O=C(O)c1ccc(/C=N/NC(=O)c2cc3c(ccc4ccccc43)o2)cc1	-28%	40µM*	-18%
CCCCCn1c(=O)[nH]c2cc(C(=O)N3CCN(C(=O)OCC)CC3)ccc2c1=O	-4%	16%	u
O=C(Cn1nc(N2CCN(c3ccccc3)CC2)ccc1=O)NCc1cccc(Cl)c1	-6%	8%	u
CCCC(C)NS(=O)(=O)c1ccccc1 (stereo unspecified)	-6%	-3%	-19%
Cc1nn(C)c(Cl)c1CN1CCC(CO)(CCOc2ccccc2)CC1	-4%	4%	u
CCN(CC)CCN1C(=O)C(=O)/C(=C(/O)c2c(C)[nH]c(C(=O)OC)c2C)C1c1ccccc1 (stereo unspecified)	0%	-2%	-4%

Structural class, the compounds so far with a COOH group
SMILES	KAT2A inh	TDP1 inh	DT40 TDP1 no CPT
CCCCOc1ccc(OCCSc2nc3ccccc3n2CC(=O)O)cc1	-14%	4%	2%
O=C(O)c1ccc(/C=N/NC(=O)c2cc3c(ccc4ccccc43)o2)cc1	-28%	40µM*	-18%

(listing goes on)
SMILES	KAT2A inh	TDP1 inh	DT40 TDP1 no CPT
Cc1noc(C)c1S(=O)(=O)Nc1cc(C(F)(F)F)ccc1N1CCOCC1	2%	-9%	u
COc1ccc(OC)c2[nH]c(=O)c(CCNS(=O)(=O)c3ccc(C)cc3)cc12	29%	4%	-10%
COc1ccc(NC(=O)c2cccc(N3CCCS3(=O)=O)c2)cc1OC	-4%	-3%	-15%
CCOc1ccccc1CNC(=O)CCCN1C(=O)CCn2nc(-c3cccn3C)cc21	-6%	3%	u
N#CCCN(C(=O)Cn1nc(C(=O)O)c2ccccc2c1=O)c1ccccc1	-13%	8%	7%
COCCn1c(SCC(=O)c2ccc3c(c2)OCCO3)nnc1C(C)C	-14%	1%	-13%
Fc1ccc(-c2nnc3sc(C4COc5ccccc5O4)nn23)cc1 (stereo unspecified)	-3%	4%	u
CCOc1ccccc1OCC(=O)NCCc1ccc(S(N)(=O)=O)cc1	-6%	0%	-18%
O=C(Nc1ccccc1C(=O)OCC(=O)N1CCc2ccccc2C1)c1ccco1	u	7%	u
Cc1ccccc1-c1noc(CNC(=O)COc2ccccc2)n1	-5%	1%	2%

(further entries)
SMILES	KAT2A inh	TDP1 inh	DT40 TDP1 no CPT
CS(=O)(=O)N1CCC(C(=O)Nc2cc(Cl)cc(Cl)c2)CC1	-13%	4%	u
CCOC(=O)C1=C(C)N(CC(C)C)C(=O)/C1=C\c1cccs1	-4%	4%	u
CCOc1ccc(CCNC(=O)C2CCN(C(=O)N3CC(CC)Oc4ccccc43)CC2)cc1 (stereo unspecified)	-19%	6%	15µM*
Cc1ccc(C(=O)N2CCN(S(=O)(=O)c3ccccc3[N+](=O)[O-])CC2)o1	-6%	-3%	u
Cc1ccc(C)c(S(=O)(=O)Nc2cc3c4c(c2)CCC(=O)N4CCC3)c1	-2%	x	u
CC[C@]12CCCN3CCc4c(n(c5ccccc45)C(=O)C1)[C@@H]32	-1%	x	6.5µM*
Cc1ccc(OCC(=O)NNC(=O)c2cc3ccccc3o2)cc1	u	x	-7%
CCN(CC)CC(=O)Nc1ccc(C)cc1Br	0%	0%	-11%
COCCn1c(=NC(=O)c2cc(Cl)sc2Cl)sc2cc(S(N)(=O)=O)ccc21	-4%	2%	u
CS(=O)(=O)c1ccc(C(=O)OCc2nnc(-c3ccc(Cl)cc3)o2)cc1[N+](=O)[O-]	-2%	3%	4.6µM*

Remaining list, next part.
SMILES	KAT2A inh	TDP1 inh	DT40 TDP1 no CPT
C=CCn1c(=O)c2ccccc2n2c(SC(C)C(N)=O)nnc12 (stereo unspecified)	10%	x	1%
COc1ccccc1Cc1nc2ccccc2[nH]c1=O	-3%	0%	7%
COC(=O)c1ccc(C(=O)OC)c(NC(=O)C(C)C)c1	0%	3%	19%
CC(=O)c1ccccc1NC(=O)CSc1nc2ccccc2c(=O)n1CCCN1CCOCC1	-2%	3%	u
COc1cccc(OC)c1OCCCNC1CCCC1	-12%	2%	1%
CC(NC(=O)C(=O)N/N=C\c1ccc([N+](=O)[O-])cc1)c1ccccc1 (stereo unspecified)	-12%	-5%	2%
Cc1ccc(NC(=O)CNC(=O)c2ccc(C(C)(C)C)cc2)cc1S(=O)(=O)N1CCOCC1	-2%	2%	u
COc1cccc(OCc2nnc(SCC(=O)OCc3ccccc3)o2)c1	-14%	0%	-39%
COc1ccc2cc(CN(CC3CCCO3)C(=O)Nc3ccccc3)c(=O)[nH]c2c1 (stereo unspecified)	1%	-3%	-13%
Cc1cccc(NC(=O)Cn2nnc(C(=O)NCc3cccs3)c2N)c1C	-14%	5%	u

Later entries
SMILES	KAT2A inh	TDP1 inh	DT40 TDP1 no CPT
CSCCC(NS(=O)(=O)/C=C/c1ccccc1)C(=O)NCCc1ccc(S(N)(=O)=O)cc1 (stereo unspecified)	-4%	4%	-20%
CN(C)c1cccc(NC(=O)C2(C)CC2(Cl)Cl)c1 (stereo unspecified)	-4%	3%	-1%
COc1ccc(S(=O)(=O)N(C)CC(=O)O)c2ccccc12	1%	5%	-12%
Cc1nn(CC(=O)Nc2ccc(Cl)cn2)c(C)c1Br	1%	-5%	u
Cc1ccc(CSc2ncc(Cl)c(C(=O)Nc3nnc(C)s3)n2)cc1	-3%	7%	-20%
Cc1cn2c(=O)c(S(=O)(=O)N3CCN(c4cc(Cl)ccc4C)CC3)c(C)nc2s1	-7%	5%	-2%
O=C(COc1cc2oc(=O)c3c(c2cc1Cl)CCC3)Nc1ccc(CN2CCOCC2)cc1	-4%	-4%	-27%
C=CCNC(=S)NNC(=O)c1ccc(OCC)cc1	-8%	6%	21µM*
Cc1cc(NC(=O)CSc2c[nH]c3ccccc23)no1	-4%	7%	16%
C=CCN(CC=C)C(=O)CCc1nnc(CCc2c[nH]c3ccccc23)o1	1%	4%	-14%

Other entries follow.
SMILES	KAT2A inh	TDP1 inh	DT40 TDP1 no CPT
O=C(O)c1ccccc1NC(=O)N1c2ccccc2Sc2ccccc21	-11%	3%[12.3 µM]	u
Cc1oc(CC(C)C)c(CN2CCCC2)c1C(=O)O	-14%	0%	-4%
Cc1ccc(N2CC(C(=O)OCC(=O)Nc3ccc(F)cc3F)CC2=O)cc1 (stereo unspecified)	-9%	-1%[56.1 µM]	-6%
COc1ccc(/C=N/NC(=O)CCCCCNC(=O)c2ccccc2)cc1	-7%	5%	4%
Cc1ccc(S(=O)(=O)Nc2ccc3[nH]c(=O)sc3c2)cc1C	-20%	4%	16µM*
O=C(NC1=NCCS1)c1cccs1	-27%	1%	-19%
CCCCCn1c(N)c(-c2nc3ccccc3s2)c2c([N+](=O)[O-])nn(CC)c(=O)c21	-3%	10%	u
COc1ccc(/C=N/Nc2nn3cnnc3c3ccccc23)cc1	-12%	1%	u
CS(=O)(=O)N1CCc2cc(C(=O)Nc3ccc(O)cc3)ccc21	-6%	4%	0%
COC(=O)C1CN(C(=O)COc2ccccc2)c2ccccc2O1 (stereo unspecified)	-8%	x	-8%

Look-ups from above:
KAT2A inh result of Cc1oc(CC(C)C)c(CN2CCCC2)c1C(=O)O → -14%
DT40 TDP1 no CPT result of CS(=O)(=O)N1CCc2cc(C(=O)Nc3ccc(O)cc3)ccc21 → 0%
TDP1 inh result of CCCCCn1c(N)c(-c2nc3ccccc3s2)c2c([N+](=O)[O-])nn(CC)c(=O)c21 → 10%
KAT2A inh result of O=C(O)c1ccccc1NC(=O)N1c2ccccc2Sc2ccccc21 → -11%
TDP1 inh result of COc1ccc(/C=N/Nc2nn3cnnc3c3ccccc23)cc1 → 1%

Further results
SMILES	KAT2A inh	TDP1 inh	DT40 TDP1 no CPT
Cc1ccc(S(=O)(=O)NCC(=O)N(CC(=O)NC2CCCC2)c2ccc3c(c2)OCCO3)cc1	-4%	6%	-2%
CC(=O)OCC(=O)[C@@]12OC3(CCCC3)OC1CC1C3CCC4=CC(=O)C=C[C@@]4(C)[C@]3(F)C(O)C[C@]12C (stereo partly specified)	-10%	15%[56.1 µM]	x
Cn1c(Cn2c(=O)sc3ccccc32)nnc1SCC(=O)Nc1ccccc1F	-3%	-5%	-8%
O=S1(=O)CCC(NC(=S)N2CCOCC2)C1 (stereo unspecified)	-4%	-8%	1%
